# Compound activity (PubChem)
# AddAB inh: less growth of phage-infected E. coli with AddAB | inhibition, % at 11.9 µM | 330,000 compounds, 0.29% hits | E. coli expressing H. pylori AddAB, absorbance growth | AID 435030; in the data active means inhibition above about 12%;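 further: 0% = vehicle wells of infected cells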
# MOR-DOR ag: agonists of human mu-delta opioid receptor heterodimerization. P35372+P41143. cells, OPRM1-OPRD1 heterodimerization, luminescence. activation, % at 9.3 µM. 340,000 compounds, 0.3% hits; in the data active means activation above about 18%;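 further: 0% = vehicle-treated cells and 100% = reference agonist; values of inactives mirror those of a sister screen read the other way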
# PfHsp90 set2: reduces growth (ATP signal) of yeast expressing P. falciparum Hsp90; AID 504621; inhibition, % at 9.4 µM; 310,000 compounds, 0.32% hits; S. cerevisiae expressing PfHsp90, BacTiter-Glo ATP, 48 h; yeast lacking PDR1 and PDR3 efflux regulators;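 active means every replicate shows inhibition above about 80%, whatever the replicate mean, limit read from the data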;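 further: 0% = DMSO neutral controls and 100% = 20 µM radicicol positive controls; yeast relying on Plasmodium falciparum Hsp90 in place of its own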
# OPRM1-OPRD1 inv: mu-delta opioid heterodimer inverse agonism; AID 504357; 340,000 compounds, 0.21% hits; cell-based MOR-DOR heterodimer luminescence; inhibition, % at 9.3 µM; in the data active means inhibition above about 22%, passing the limit was not always enough;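 further: 0% = cells with DMSO and 100% = wells without cells with DMSO; values of inactives mirror those of a sister screen read the other way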
# E coli growth: reduces bacterial viability in AddAB counter-screen; AID 449728; E. coli V3065 growth, OD600 absorbance, 18 h; 330,000 compounds, 0.27% hits; inhibition, % at 11.9 µM;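 active means inhibition above the campaign's mean inhibition across all tested compounds plus 3 SD, cut at about 9.9% in these data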;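 further: uninfected addAB+ strain grown without phage in ampicillin broth; 0% = DMSO wells and 100% = ciprofloxacin 0.95 µg/ml wells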
# HTR5A ag ctr: HTR5A agonism, opioid heterodimer counter-screen; P47898; HTR5A agonist assay, luminescence, cell-based; activation, % at 9.3 µM; 340,000 compounds, 0.61% hits; in the data active means activation mostly above about 9.5%, no sharp cut-off; inactive means mostly below about 7.6%;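 further: 0% = cells with vehicle only and 100% = reference agonist; strong numbers were not always called active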
# Target sequence (P47898 whole entry, looked up): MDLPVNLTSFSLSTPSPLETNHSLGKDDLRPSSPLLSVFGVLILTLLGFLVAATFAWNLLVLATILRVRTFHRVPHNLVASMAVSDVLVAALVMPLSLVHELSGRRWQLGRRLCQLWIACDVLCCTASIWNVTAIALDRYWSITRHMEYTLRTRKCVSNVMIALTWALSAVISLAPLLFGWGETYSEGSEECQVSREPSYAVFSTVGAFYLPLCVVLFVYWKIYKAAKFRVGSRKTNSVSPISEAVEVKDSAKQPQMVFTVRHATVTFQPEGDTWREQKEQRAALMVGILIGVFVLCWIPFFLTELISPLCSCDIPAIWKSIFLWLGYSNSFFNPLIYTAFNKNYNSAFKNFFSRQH
# DSG3 Ab inh: blocks pemphigus antibody binding to human desmoglein-3. P32926. DSG3-coupled beads, scFv-anti-DSG3-GFP binding, flow cytometry; active compounds read low. binding (percent of control), % at 10 µM. 310,000 compounds, 0.48% hits;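 active means binding more than 3 SD below its plate's average and above zero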;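 further: hits lower antibody fragment binding to DSG3; some compounds called inactive have numbers as strong as hits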
# phage Ecoli inh: E. coli growth loss with phage present; growth absorbance; inhibition, % at 11.9 µM; 360,000 compounds, 0.26% hits; in the data active means inhibition above about 11%
# HTR5A inv ctr: HTR5A inverse agonism, opioid heterodimer counter-screen | inhibition, % at 9.3 µM | 340,000 compounds, 0.083% hits | HTR5A cell line, luminescence; in the data active means inhibition mostly above about 23%, no sharp cut-off; inactive means mostly below about 18%;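 further: 0% = cells with DMSO and 100% = no-cell wells with DMSO; some compounds called inactive have numbers as strong as hits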
# PKA-R1A act: activators of PKA-R1A complex; PKA-R1A dissociation, Cy5-IP20 fluorescence polarization; scaled: DMSO 0%, 113 µM cGMP 100%; AID 504707; 340,000 compounds, 0.083% hits; activation, % at 11.4 µM; P00514+P68181;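 active means percent activation above the mean of all tested compounds plus 3 SD, cut at about 19% in these data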;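 further: higher means more PKAc released from R1A so a rise in polarization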
# Mot1-301 SUMO: inhibitors of SUMOylation pathway: yeast Mot1-301 growth rescue; S. cerevisiae Mot1-301 growth rescue, ATP luminescence, 38.5C; percent above DMSO median, 100 means doubled; growth rescue, % at 18.8 µM; 320,000 compounds, 1% hits; AID 2716;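 active means every valid replicate shows activation above 250% relative to neutral control wells; inactive means the rest, any valid replicate at or below 250%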;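 further: OY570 slx delta 5 strain wells were the positive control but not used for scaling; some compounds called inactive have numbers as strong as hits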
# An asterisk follows results filed as active; nt = no result given.
SMILES,AddAB inh,MOR-DOR ag,PfHsp90 set2,OPRM1-OPRD1 inv,E coli growth,HTR5A ag ctr,DSG3 Ab inh,phage Ecoli inh,HTR5A inv ctr,PKA-R1A act,Mot1-301 SUMO
O=C(COC(=O)c1ccc(Br)o1)Nc1ncc(Cl)cc1Cl,3.8,-1.7,5,9,3.1,-1,101,4.4,2,-8,-7
COc1ccc(S(=O)(=O)N2CCCCC2)cc1NC(=O)Cc1ccc(Br)cc1,nt,1.5,1,-8,nt,-1,99,4.5,4,-14,nt
CCCc1nnc(NC(=O)COC(=O)c2cc(C)nc3ccccc23)s1,-0.1,2.6,-25,-15,-1.2,-2,100,1.7,-12,-11,-8
Nc1nnc(/C=C/c2ccccc2Cl)s1,6.2,-0.9,-14,5,1.7,0,116,-1.5,7,9,8
COc1cccc(C(=O)NNC(=O)Cc2ccc(Cl)cc2)c1,0.5,0.8,2,-4,-0.3,-1,100,4.6,2,1,146
COc1ccc(S(=O)(=O)N2CCOCC2)cc1NC(=O)CSc1nnc(C2CC2)n1N,0.7,-2.2,-5,11,0.1,1,89,1.4,-3,0,1
O=C1OC(N2CCN(C(=O)c3ccco3)CC2)c2ccccc21 (configuration not stated),-1.4,-2.2,-14,13,-0.9,9.9*,91,0.8,-15,-2,2
COc1ccc(S(=O)(=O)N2CCC(NC(=O)c3cccnc3)CC2)cc1,2.9,-1.9,-13,12,-2.6,-6,96,1.2,-7,-1,-16
Cc1cc(C)n2nc(C(=O)OCC(=O)Nc3cc(S(=O)(=O)N4CCOCC4)ccc3Cl)nc2n1,nt,-1.0,5,4,nt,6,103,2.9,-14,-6,nt
Cn1c(=O)c2[nH]c(=O)[nH]c2n(C)c1=O,nt,-1.7,19,9,nt,-1,101,2.1,18,2,nt
CC1Cn2c(CCc3ccccc3)nnc2S1 (configuration not stated),0.9,-4.1,4,19,0.4,0,116,0.0,2,-14,91
Cc1n[nH]c(=O)c2c(NC(=O)CSc3nncn3C(C)C)oc(C)c12,-1.4,-1.4,-4,5,-0.3,-3,nt,6.6,7,5,-8
CC(C)(O)/C=C/C(=O)[C@](C)(O)C1[C@H](O)C[C@@]2(C)C3CC=C4C(C=C(O[C@@H]5O[C@H](CO)[C@@H](O)[C@H](O)[C@H]5O)C(=O)C4(C)C)[C@]3(C)C(=O)C[C@]12C (some centres not stated),3.2,1.1,-10,-6,-0.8,12,99,1.0,-36,3,0
NC(=O)c1ccc(-c2nnn(CC(=O)N(C3CCCCC3)C3CCS(=O)(=O)C3)n2)cc1 (configuration not stated),0.8,-2.5,-18,10,1.2,6,108,-0.9,-9,-7,nt
Cc1cc(C)n2nc(CNS(=O)(=O)c3c(F)c(F)c(F)c(F)c3F)nc2n1,1.0,0.4,11,-2,0.4,-2,103,1.0,4,-2,11
Cc1cccc(CCN2CCN=C2N(C)C)c1,0.8,-0.8,1,4,-2.7,-1,117,-1.0,-26,2,-7
O=C(NCCNC(=O)c1ccco1)c1cccc(F)c1,3.5,-0.8,10,5,-1.6,1,nt,3.6,-3,-5,-2
Nc1oc2ccc(F)cc2c(=O)c1C=O,3.5,-0.6,7,3,-0.5,1,134,4.4,3,10,5
Cc1ccc(C)c(C(C)NC(=S)NC2CCCCC2)c1 (configuration not stated),nt,1.7,-17,-9,nt,5,nt,0.9,-15,-5,-11
CN(C)c1ccc(C(=S)Nc2ccccc2)cc1,5.2,2.0,-25,-10,-0.4,0,93,2.4,32,8,215
CCN(CC)S(=O)(=O)c1cccc(C(=O)N[C@H](C(=O)NCc2ccccc2F)C(C)C)c1,3.6,-2.1,nt,11,1.2,-1,95,1.6,2,-8,309
Cc1nc(N2CCOCC2)nc(Oc2ccccc2F)c1[N+](=O)[O-],-0.5,1.5,-34,-7,-0.7,-1,nt,2.5,3,8,-7
COc1ccc2c(c1)c(C(C)=O)c(C)n2CCc1ccc(OC)c(OC)c1,-2.8,-1.2,7,6,1.2,1,102,2.4,-3,-5,-5
C=CCOc1ccc(C=Nc2cccc(Cl)c2)c(O)c1,2.4,0.6,13,-3,-1.0,-4,nt,1.3,-11,10,-18
CC1CCCN(C(=O)Cn2nnc(-c3ccc([N+](=O)[O-])cc3)n2)C1 (configuration not stated),-0.6,1.0,-15,-5,0.1,2,134,-0.9,-6,15,-10
Cc1ccc(C(=O)Nc2ccc(S(=O)(=O)N3CCCC3)cc2)s1,1.6,0.0,7,0,5.7,-5,104,2.8,-13,1,3
CCC(C(=O)NCC1CCCO1)n1nc(C)c2sc3ccccc3c2c1=O (configuration not stated),2.0,-2.3,42,12,-0.6,2,nt,0.9,9,1,7
CCOc1ccc(CN(C)C(=O)CCl)cc1,2.8,-1.4,-5,6,2.7,1,104,3.7,-1,-4,-8
Cc1cnc(C(=O)N2CCc3c([nH]c4ccccc34)C2c2ccc(F)cc2)cn1 (configuration not stated),2.2,-1.4,23,7,1.5,1,83,3.1,-5,-6,1
COc1cccc(OC)c1C(=O)Nc1cccnc1,4.7,-2.2,-15,12,-0.2,1,97,6.8,-3,9,-19

# Ordered by value in PKA-R1A act (largest number first): some entries from above.
compound | AddAB inh | MOR-DOR ag | PfHsp90 set2 | OPRM1-OPRD1 inv | DSG3 Ab inh | phage Ecoli inh | PKA-R1A act | Mot1-301 SUMO
COc1cccc(OC)c1C(=O)Nc1cccnc1 | 4.7 | -2.2 | -15 | 12 | 97 | 6.8 | 9 | -19
Cc1cc(C)n2nc(CNS(=O)(=O)c3c(F)c(F)c(F)c(F)c3F)nc2n1 | 1.0 | 0.4 | 11 | -2 | 103 | 1.0 | -2 | 11
O=C(COC(=O)c1ccc(Br)o1)Nc1ncc(Cl)cc1Cl | 3.8 | -1.7 | 5 | 9 | 101 | 4.4 | -8 | -7

# (list continues)
SMILES,AddAB inh,MOR-DOR ag,PfHsp90 set2,OPRM1-OPRD1 inv,E coli growth,HTR5A ag ctr,DSG3 Ab inh,phage Ecoli inh,HTR5A inv ctr,PKA-R1A act,Mot1-301 SUMO
Cc1c(-c2nc(-c3ccncc3)no2)cccc1[N+](=O)[O-],2.9,-2.1,0,11,-0.2,7,108,1.9,12,2,-23
O=C(NCCNS(=O)(=O)c1ccccc1)c1cc(OCC(F)(F)F)ccc1OCC(F)(F)F,1.8,0.2,-2,-1,-0.7,2,104,0.8,-4,10,nt
O=C1CSC(c2cccc(O)c2)N1Cc1ccccc1 (configuration not stated),-2.4,-1.9,-8,10,-0.5,1,95,0.6,-4,9,-12
COc1ccc(/C=C2\SC(=S)N(CCC(=O)NCCc3ccc(O)cc3)C2=O)cc1,-2.0,0.1,-20,0,-1.1,-6,113,3.2,6,-15,1
CCS(=O)(=O)N1CCN(c2ccnc3cc(Cl)ccc23)CC1,1.5,nt,-11,nt,1.1,nt,94,0.0,nt,nt,2
COc1ccc(NC(=O)CNC(=O)c2ccc([N+](=O)[O-])cc2)cc1,0.7,0.7,-3,-4,1.3,2,99,-1.3,-6,-3,-6
COc1ccc(CCNC(=O)COc2ccc(N(C)S(=O)(=O)c3ccc(C)cc3)cc2)cc1,0.9,0.1,-8,-1,0.1,16*,81,-0.5,1,-9,-8
CCOC(=O)C1=C(COC(=O)c2ccc(Br)c(S(=O)(=O)N3CCOCC3)c2)NC(=O)NC1C (configuration not stated),nt,-2.9,nt,11,nt,-5,98,2.8,-12,-8,nt
CC(=O)Cc1nsc(Nc2ccccc2)n1,1.7,-0.1,nt,1,3.8,2,97,2.2,0,1,-6
CC1CCC(N(C(=O)c2csnn2)C(C(=O)NC(C)(C)C)c2cccnc2)CC1 (configuration not stated),4.3,-1.6,-4,8,1.1,4,96,3.3,12,-3,6
COc1ccc(OCC(O)CNC2CCCC2)cc1 (configuration not stated),nt,-1.7,-13,9,nt,-2,114,1.8,6,5,-4
Cc1cc(C(=O)NCc2ccc(F)cc2)n(-c2ccccc2)n1,-1.3,-2.3,-12,12,-1.3,-2,87,0.3,6,-7,-10
Cc1cc(C(=O)N/N=C/c2ccc(N(C)C)cc2)c2ccccc2n1,1.9,-2.5,-27,14,-1.8,1,100,3.2,-4,-3,1
CCOc1ccccc1-c1nc(C(N)=O)c2[nH]c(=O)n(-c3ccccc3)c2n1,1.9,-0.2,17,1,2.3,5,101,1.6,-18,3,98
O=C(Nc1nnc(SCCN2CCOCC2)s1)C1CC(=O)N(c2ccccc2)C1 (configuration not stated),2.0,-2.1,-8,12,-0.5,4,nt,-1.0,5,-1,-8
COCCNC(=O)C(OC(=O)c1ccco1)c1ccccc1OC (configuration not stated),0.3,-1.4,nt,8,-0.5,-1,nt,-3.5,3,-2,13
CC(C)Cc1ccc(/C(=N/O)C(=O)O)s1,3.7,-1.3,-3,7,-1.2,-2,111,1.9,7,4,-12
COc1ccc(CNC(=O)CCCn2nc(C)c3c(C)n(-c4ccc(C)cc4)nc3c2=O)cc1,2.1,2.5,-20,-14,-3.7,4,102,3.8,-12,-6,5
CCc1nnc(NC(=O)c2ccc(S(=O)(=O)N3CCCCCC3)cc2)s1,-1.1,-1.5,-4,8,0.2,-3,98,0.3,9,-16,1
O=C(CC1C(=O)NCCN1Cc1ccc(Cl)c(F)c1)NCCc1cccnc1 (configuration not stated),-0.3,-2.1,14,11,-0.2,0,98,-1.1,-3,4,-16
COc1cc(-c2nnc(SCc3cc(=O)oc4cc(O)c(O)cc34)o2)cc(OC)c1OC,18*,0.9,nt,-5,18*,-3,97,16*,7,-8,-17
CN(C(=O)c1ccc(NC(=O)Cc2ccc(NC(=O)C3CCCN(C(=O)C4CCC4)C3)cc2)cc1)C1CC1 (configuration not stated),0.9,-1.2,9,7,2.5,2,102,3.7,0,-1,3
O=C(CN1CCN(C2CCS(=O)(=O)C2)CC1)N1N=C(c2ccc(Cl)cc2)CC1c1ccco1 (configuration not stated),nt,2.1,11,-14,nt,5,102,0.5,-4,-2,nt
COc1ccc(NC(=O)CCN2C(=O)c3ccccc3S2(=O)=O)cc1,-1.8,-0.9,nt,5,0.9,-6,99,3.4,-20,-21,-12
C=CCNC(=O)CSc1nc2sc(C)c(C)c2c(=O)[nH]1,2.8,-2.3,11,13,1.7,-3,99,98*,9,7,9
COc1ccccc1OCCOCCn1cnc2ccccc2c1=O,-2.1,-1.9,19,10,-1.1,2,nt,1.5,0,-3,11
Cc1ccc2c(c1)c(N=O)c(O)n2Cc1ccc(Cl)cc1,-0.3,4.3,3,-32,-1.1,1,96,5.9,-3,-7,714
CC1Cc2ccccc2N1C(=O)Cn1c(=O)cc(O)c2ccccc21 (configuration not stated),1.3,-1.7,-10,8,1.1,-2,97,2.4,6,-2,636*
CC(Sc1nnc(-c2ccc(OC(F)F)cc2)n1N)C(=O)NCC1CCCO1 (configuration not stated),1.0,-2.1,-7,12,0.5,-4,118,2.9,9,-2,0
COC(=O)c1ccc(C2C(C#N)=C(C)NC3=C2C(=O)CC(C)(C)C3)cc1 (configuration not stated),3.3,2.6,nt,-14,-0.3,2,106,1.2,-5,-7,4
COc1ccc2oc(=O)c(NC(=O)C3CCCCC3)cc2c1,2.4,-0.4,-3,2,-1.7,-2,104,0.8,8,2,nt
COc1ccc(C2C(C(=O)O)CCC(=O)N2c2ccc(OC)cc2)cc1 (configuration not stated),0.1,-0.1,28,0,0.6,6,106,1.3,-16,6,43
